HT1080 IDH1KD tx: qHTS for induction of synthetic lethality in tumor cells producing 2HG: qHTS for the HT-1080-IDH1KD cell line; HT-1080 IDH1 knockdown viability, ATP luminescence, 48 h; Potency, µM (highest dose often 46.1 µM), for the others: at the highest dose activity, negative = toxicity, actives largely listed as cytotoxic; hit rate 2% among 360,000; AID 686971, 2013;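 note: potency is the fitted concentration of half-maximal effect; 0% = DMSO wells and -100% = cell-free medium wells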
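In this qHTS, HT-1080 cells depleted of IDH1 are exposed for 48 h at 37 °C to compound titrations. Toxicity is scored from CellTiter-Glo luminescence, with DMSO as full viability and medium alone as none.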
KB-3-1 tox: qHTS assay for MDR1-selective chemotherapeutics: Primary screen using the parental adenocarcinoma cell KB-3-1. KB-3-1 viability, CellTiter-Glo ATP luminescence, 72 h. Potency, µM (titrated, usually from 46.1 µM), for the others: at the highest dose activity change, negative = cytotoxic, usual class: cytotoxic. hit rate 1.4% among 400,000. AID 1347075, 2019; note: potency is the fitted concentration of half-maximal effect; % is set by controls: 0 for no effect and ±100 for the full control effect; nearly all actives have a fitted effect of over 60% in size
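Parental KB-3-1 viability, qHTS format: 72 h compound exposure, 37 °C; CellTiter-Glo; media-only wells and DMSO plates as controls; concentration-effect fits on corrected data.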
HT1080NT lethal: qHTS for induction of synthetic lethality in tumor cells producing 2HG: qHTS for the HT-1080-NT fibrosarcoma cell line | hit rate 1.6% among 360,000 | Potency, µM (top dose mostly 46.1 µM), inactives show top-dose activity, negative = less viability, usual class: cytotoxic | HT-1080-NT fibrosarcoma viability, CellTiter-Glo ATP luminescence, 48 h;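 note: NT is the 2HG producing partner of a matched IDH1 knockdown line; potency is the fitted concentration of half-maximal effect; 0% = DMSO-treated cells and -100% = media-only wells without cells; nearly all actives have a fitted effect of over 55% in size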
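Viability by CellTiter-Glo luminescence after 48 h compound exposure at 37C of HT-1080-NT cells (750/well, RPMI, 5% FBS). % activity scaled between DMSO wells and medium-only wells, then curve-fitted and categorized by curve class.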
SW480 rerep: A quantitative high throughput screen for small molecules that induce DNA re-replication in SW480 colon adenocarcinoma cells; AID 624297, 2012; SW480 DNA re-replication, Hoechst DNA content imaging, 48 h; hit rate 1.8% among 340,000; Potency, µM (highest dose often 46.1 µM), without a hit: at the highest dose re-replication activation, usual class: activators; note: potency is the fitted concentration of half-maximal effect; % of control where 0% means no effect; nearly all actives have a fitted effect of over 55% in size
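Image-based read-out: total Hoechst fluorescence of nuclei (405 nm excitation, 500-530 nm emission), with hits raising the fraction of high-intensity nuclei. SW480 colon cells incubated 48 hr with compounds at 37 C.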
ATXN viability: Viability Counterscreen for Primary qHTS for Inhibitors of ATXN expression; S2 cells (HEK-293 line with an ATXN2-luciferase reporter) viability, CellTiter-Fluor protease fluorescence, 24 h; Potency, µM (top dose mostly 56.7 µM), actives largely listed as cytotoxic; hit rate 0.49% among 400,000; AID 651635, 2014; note: potency is the fitted concentration of half-maximal effect; nearly all actives have a fitted effect of over 40% in size
IL1B secr inh: qHTS for Inhibitors of Inflammasome Signaling: IL-1-beta AlphaLISA Primary Screen; THP-1 LPS/ATP IL-1B secretion, AlphaLISA, 16 h; stronger effect = lower value; hit rate 4.7% among 360,000; activity change, % at 57.5 µM; in the data active = activity change below about -50%; inconclusive = mostly about -30% to -49%; note: % is set by controls: 0 for no effect and ±100 for the full control effect
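Secreted IL-1B measured by AlphaLISA bead assay after 16 h compound exposure of THP-1 cells; compounds (final up to 57.5 uM) added 1 h before LPS (250 ng/mL) and ATP (1.25 mM) stimulation; lower signal means less secretion.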
ATXN2 expr inh: Primary qHTS for Inhibitors of ATXN expression; HEK-293 ATXN2-luciferase reporter, luminescence, 24 h; Potency, µM (series often up to 57 µM), inactives show at the top dose activity change, negative = inhibition, usual class: inhibitors; hit rate 0.72% among 360,000; note: potency is the fitted concentration of half-maximal effect; % is set by controls: 0 for no effect and ±100 for the full control effect; nearly all actives have a fitted effect of over 55% in size
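ATXN2-luciferase reporter cells (luciferase flanked by upstream and downstream ATXN2 gene portions) were treated 24 h at 37 °C with compounds at up to 57 uM. SteadyGlo luminescence gave expression; GF-AFC fluorescence gave viability.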
HepG2 viability: qHTS for Inhibitors of TGF-b: Cytotox Counterscreen; AID 588856, 2011; HepG2 CAGA-GFP viability, ATP luminescence, 18 h; Potency, µM (doses to about 46.1 µM), for the others: at the highest dose activity change, negative = cytotoxicity, most hits filed as cytotoxic; hit rate 0.76% among 410,000; note: potency is the fitted concentration of half-maximal effect; some results filed as inactive show a strong effect at the top dose
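HepG2 CAGA-GFP cells (1000/well, DMEM with 1% FBS) received compound, then TGF-beta at 500 pg/mL final, and were incubated 18 hours at 37 degrees C. Viability was read by CellTiter-Glo luminescence. Media-only wells were set as complete cell-killing and DMSO as no toxicity.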
MCF10A rereplic: A quantitative high throughput screen for small molecules that induce DNA re-replication in MCF 10a normal breast cells. MCF 10A DNA re-replication, Hoechst nuclear intensity, 48 h. Potency, µM (series often up to 46.1 µM), without a hit: at the top dose activity, positive = re-replication, hits mostly activators. hit rate 2.9% among 350,000; note: potency is the fitted concentration of half-maximal effect; % of control where 0% means no effect; nearly all actives have a fitted effect of over 50% in size
Starred values were filed as active, the others as inactive; i = inactive; ? = inconclusive; . = not tested or not shown; [ ] = remark or other dose. Unless noted, calls come from the whole dose curve; as a rule, active = well fitted curve in the direction sought with a large enough effect; inconclusive = small, poorly fitted or top-dose-only effect, or another doubt; inactive = no such curve, though single readings can be large; an effect the other way counts as inactive or inconclusive.

structure,HT1080 IDH1KD tx,KB-3-1 tox,HT1080NT lethal,SW480 rerep,ATXN viability,IL1B secr inh,ATXN2 expr inh,HepG2 viability,MCF10A rereplic
CCOC(=O)C1=C(C)NC(=S)NC1c1ccc(-c2cccc(Cl)c2C)o1 (stereo unspecified),?,?,-30%,?,i,-14,-17%,-45%,?
O=C(c1cc2ccccc2o1)N1CCN=C1SCc1cccc(F)c1,2%,3%,-4%,1%,i,-1,-6%,5%,2%
Cc1ccc(-c2csc(-c3c[nH]c4ccccc34)n2)cc1,-8%,-16%,2%,?,i,?,51%[activator],-27%,?
CCCCN1CC(=O)N2[C@H]3c4ccccc4OC[C@@H]3[C@H](c3ccccc3)[C@]2(C)C1=O,10%,-3%,0%,-11%,i,-7,7%,-5%,0%
O=C(O)C1C2C=CC(C2)C1C(=O)NC1CCS(=O)(=O)C1 (stereo unspecified),16%,5%,25%,-4%,i,14,-7%,30%,-4%
O=C(c1cc(C2CCCCN2S(=O)(=O)Cc2ccccc2)on1)N1CCOCC1 (stereo unspecified),4%,0%,?,.,i,7,14%,-3%,.
Cc1cc2sc(C(=O)O)c(C)c2s1,9%,4%,7%,-1%,i,0,2%,9%,2%
COc1ccc(S(=O)(=O)Nc2cc(C)c(O)cc2C(C)C)cc1,-1%,-1%,-17%,0%,i,4,?,-2%,15%
CCOc1ccccc1OCc1nn2c(-c3ccc(C)cc3)nnc2s1,14%,0%,0%,-10%,i,12,7%,-23%,?
O=c1nc(N/N=C/c2c[nH]c3ccccc23)cn[nH]1,22%,?,25%,-2%,i,12,-23%,-8%,-12%
O=C(Nc1ccc(S(=O)(=O)N2CCc3ccccc32)cc1)C(F)(F)F,-20%,-5%,-18%,-4%,i,-8,4%,-3%,0%
COc1ccc(CCNC(=O)CN2CCC(n3nnc4cc(F)ccc43)CC2)cc1OC,-27%,-2%,6%,-1%,i,-12,6%,-1%,-14%

Full records as entered above.
Entry for CCCCN1CC(=O)N2[C@H]3c4ccccc4OC[C@@H]3[C@H](c3ccccc3)[C@]2(C)C1=O : HT1080 IDH1KD tx = 10%; KB-3-1 tox = -3%; HT1080NT lethal = 0%; SW480 rerep = -11%; ATXN viability = i; IL1B secr inh = -7; ATXN2 expr inh = 7%; HepG2 viability = -5%; MCF10A rereplic = 0%
Entry for O=C(c1cc2ccccc2o1)N1CCN=C1SCc1cccc(F)c1 : HT1080 IDH1KD tx = 2%; KB-3-1 tox = 3%; HT1080NT lethal = -4%; SW480 rerep = 1%; ATXN viability = i; IL1B secr inh = -1; ATXN2 expr inh = -6%; HepG2 viability = 5%; MCF10A rereplic = 2%

(further entries)
structure,HT1080 IDH1KD tx,KB-3-1 tox,HT1080NT lethal,SW480 rerep,ATXN viability,IL1B secr inh,ATXN2 expr inh,HepG2 viability,MCF10A rereplic
COc1ccc([C@H]2CC(=O)C=C(c3ccc(NC(C)=O)cc3)C2)cc1OC,-1%,1%,4%,-10%,i,?,31%[activator],-3%,19%
COc1ccccc1N1CCN(C(c2cccs2)C(C)NC(=O)C(=O)N2CCCCC2)CC1 (stereo unspecified),11%,?,5%,-9%,i,1,-11%,-12%,-1%
O=C(/C=C/c1cccc(C(F)(F)F)c1)OCC(=O)N1CCN(c2ccccc2)CC1,18%,1%,0%,-2%,i,-2,4%,-10%,2%
CN(N)C(=S)NCc1ccccc1,-9%,-17%,-2%,-3%,i,17,2%,-16%,1%
Cc1ccc(C2=NS(=O)(=O)N(C)C(C(=O)Nc3ccc(F)cc3F)=C2)cc1,4%,4%,-2%,2%,i,-7,-2%,-32%,16%
COc1cc(S(=O)(=O)n2ccnc2)ccc1Br,-12%,0%,2%,6%,i,40,.,18%,-1%
CCn1c(-c2csc(-c3ccccc3)n2)n[nH]c1=S,1%,0%,-2%,-5%,i,-16,3%,-20%,18%
CCN(CC)CCN(C(=O)c1ccc2c(c1)CCCC2)c1nc2cc(OC)c(OC)cc2s1,-13%,9%,-2%,-1%,i,-82*,?,-23%,16%
CCCC1CC(C)(/C(C)=N\NC(N)=S)OC1=O (stereo unspecified),1%,2%,-1%,?,i,20,1%[11.3 µM],-4%,24%
COc1cc2[nH]c(=S)nc(NC3CCCCCC3)c2cc1OC,?,-2%,?,-32%,i,-139*,-32%,-50%,4%
CC(C)c1nc(SCC(=O)N2CCCC2)c2ccccc2n1,-29%,-4%,-7%,-1%,i,?,8%,-4%,6%
Cc1ccc(C2C(C#N)C(C#N)N3CCCN23)cc1 (stereo unspecified),13%,10%,7%,-21%,i,0,-6%,8%,4%

Further records follow:
structure,HT1080 IDH1KD tx,KB-3-1 tox,HT1080NT lethal,SW480 rerep,ATXN viability,IL1B secr inh,ATXN2 expr inh,HepG2 viability,MCF10A rereplic
CCN(CC)S(=O)(=O)c1ccc2c(c1)nc(SCn1nnc3ccccc3c1=O)n2CC,5%,-1%,1%,3%,?,-3,-12%,-12%,4%
CCNC(=O)C1(C)CCCN1C(=O)c1ccc(C#N)cc1 (stereo unspecified),?,0%,20%,.,i,0,3%,-13%,.
CCOC(=O)c1c(NC(=O)C2CCCN(S(=O)(=O)c3ccc(C)cc3)C2)sc2c1CCCC2 (stereo unspecified),-5%,-7%,-6%,-3%,i,10,6%,8%,?
CC(C)(C)OC(=O)C[C@@H]1C/C=C\C[C@H](CC(=O)N(CCO)Cc2ccccc2)C(=O)N[C@@H](Cc2c[nH]c3ccccc23)COC1=O,8%,-1%,-4%,0%,i,0,5%,-12%,2%
CCc1cccc(C)c1NC(=S)N(CCCN1CCOCC1)Cc1cccnc1,9%,0%,12%,10%,i,-4,-8%,-1%,15%
COC(=O)CCNC(=O)c1ccc2[nH]c(C)c(C)c2c1,20%,0%,21%,-8%[1.84 µM],i,-12,-2%,-14%,-32%[inhibitor]
COc1ccc(CN2CCC(CNC(=O)NC3CCCCC3)CC2)cc1,0%,2%,-2%,2%[9.22 µM],?,-26,-6%,-15%,7%
C=CCn1c(-c2ccco2)n[nH]c1=S,18%,15%,18%,-3%,i,33,-5%,-13%,3%
O=C(CC[C@H]1O[C@@H](n2cnc3c(NC(=O)c4ccccc4)ncnc32)[C@H](O)[C@@H]1O)N[C@@H](CO)Cc1c[nH]c2ccccc12,11%,0%,23%,.,i,0,1%,0%,.
COc1ccc(/C=N/NC(=O)c2ccn[nH]2)cc1Cn1nc(C)c([N+](=O)[O-])c1C,-4%,-21%,-3%,?,.,0,.,-20%,?
O=C(CC(=O)c1ccncc1)c1ccccc1,-2%,0%,4%,-7%,i,-28,4%,-7%,-3%
COc1cc(/C=N\Nc2nc(-c3cccs3)c(NC(C)=O)s2)ccc1O,-14%,7%,-8%,-1%,i,-13,30%,9%,0%

The list goes on:
structure,HT1080 IDH1KD tx,KB-3-1 tox,HT1080NT lethal,SW480 rerep,ATXN viability,IL1B secr inh,ATXN2 expr inh,HepG2 viability,MCF10A rereplic
Cc1cc(C(F)(F)F)c(C#N)c(=O)[nH]1,-3%,-2%,-1%,-1%,i,15,-21%,-4%,-1%
CCc1ccc(NC(=O)Nc2cc(C(=O)NCC3CCCO3)ccc2N2CC3CC(C2)c2cccc(=O)n2C3)cc1 (stereo unspecified),8%,23%,5%,3%,i,-27,-4%,5%,0%
CCSc1nnc(NC(=O)C2CCN(S(=O)(=O)c3cc(C(F)(F)F)ccc3Cl)CC2)s1,2%,-1%,6%,0%,i,16,-14%,1%,2%
CSc1ccccc1OCc1cc(C(=O)NCCC2CCCCO2)no1 (stereo unspecified),4%,.,0%,-1%,i,-8,37%,-12%,-8%
Cc1ccc(S(=O)(=O)c2nc(S(C)(=O)=O)sc2N(C)C)cc1,6%,11%,17%,0%[9.22 µM],i,-11,0%,-7%,0%
Cn1nnc2c(N3CCCCC3)nccc21,12%,11%,21%,-3%,i,-7,7%,-3%,-1%
Cc1ccc(NC(=O)C2CCC(CNC(=O)[C@@H]3Cc4ccccc4CN3)CC2)cc1 (stereo partly specified),0%,3%,1%,2%,i,-3,.,-3%,3%
CC(=O)c1ccc(NC(=O)c2cccc(N3C(=O)c4ccccc4C3=O)c2)cc1,-2%,13%,-1%,-7%,i,13,-8%,-15%,5%
Nc1ccc2c(c1)OC1(CCCCC1)O2,16%,-3%,0%,-3%,i,9,-25%,17%,-3%
O=C(COC(=O)/C=C/c1ccco1)Nc1ccc(F)cc1Cl,19%,7%,16%,6%,?,11,1%,0%,-17%
NC(=O)CC(NC(=O)c1ccc(Br)cc1)c1ccc(N2CCN(c3ccccc3)CC2)c([N+](=O)[O-])c1 (stereo unspecified),0%,8%,5%,0%,i,-29,-14%,-17%,1%
C=Cc1ccc(Cn2c(C)c(CNCCc3ccccc3C)c(C(=O)O)c2C)cc1,.,-4%,.,.,?,.,-3%,-19%,.
Cc1ccsc1/C=N/NC(=O)C(=O)NCC(C)C,23%,-2%,19%,18%,i,-19,-14%,-8%,-43%[inhibitor]
CCOc1ccc(C(=O)NCC(=O)N2CCN(Cc3ccccc3)CC2)cc1,-3%,-2%,-5%,6%,i,28,-13%,-13%,?

Bioassay records (PubChem)

Random draw from the library; overall some 8.9% were active at least once.
